Screening data from PubChem.
CHRM5 antagonist: antagonists of human muscarinic M5 receptor (CHRM5); 360,000 compounds, 0.59% hits; AID 624040; CHO-hM5 cells, Fluo-8 calcium fluorescence, ACh EC80; inhibition, % at 3 µM;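 active = inhibition above a per-plate cutoff, the mean of that plate's test compounds plus 3 SD, cut at about 27% in these data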;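 also: 0% = acetylcholine EC80 with DMSO and 100% = DMSO without agonist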
CHRM5 agonist: CHRM5 agonism in calcium assay; P08912; CHO-K1 hM5 cells, Fluo-8 calcium fluorescence; 0% DMSO wells, 100% maximal acetylcholine response; activation, % at 3 µM; 360,000 compounds, 0.19% hits;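 active = activation above the run's mean over test compounds plus 3 SD, cut at about 23% in these data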;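 also: signal is peak over basal fluorescence ratio across the kinetic read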
CHRM1 PAM: human CHRM1 positive allosteric modulation | activation, % at 3 µM | CHO-K1 hM1, Fluo-8 calcium fluorescence, ACh EC20; 0% = ACh EC20, 100% = maximal ACh | 360,000 compounds, 0.088% hits | AID 588819; in the data active = activation above about 19%, passing the limit was not always enough
Target sequence (P11229 whole entry, looked up): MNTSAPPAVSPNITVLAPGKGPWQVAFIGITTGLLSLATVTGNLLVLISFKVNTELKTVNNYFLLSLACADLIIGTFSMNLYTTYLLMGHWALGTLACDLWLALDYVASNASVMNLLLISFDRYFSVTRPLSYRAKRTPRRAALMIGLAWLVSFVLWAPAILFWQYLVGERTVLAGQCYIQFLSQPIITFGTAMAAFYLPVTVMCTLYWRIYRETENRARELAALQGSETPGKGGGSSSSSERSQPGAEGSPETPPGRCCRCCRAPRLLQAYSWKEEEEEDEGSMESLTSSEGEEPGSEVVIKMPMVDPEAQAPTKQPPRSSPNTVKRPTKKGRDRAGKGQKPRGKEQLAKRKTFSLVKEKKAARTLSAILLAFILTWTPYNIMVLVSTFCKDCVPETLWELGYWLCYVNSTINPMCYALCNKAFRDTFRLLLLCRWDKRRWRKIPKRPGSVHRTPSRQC
M5 PAM: potentiates acetylcholine response at human M5 receptor | P08912 | CHO-K1 hM5, Fluo-8 calcium, ACh EC20 PAM; 0% = ACh EC20, 100% = ACh EC100 | activation, % at 3 µM | 360,000 compounds, 0.3% hits;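 active = activation above the run cutoff, the mean activation of all test compounds plus 3 SD, cut at about 18% in these data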
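System: CHO-K1 cell line with stable human muscarinic M5 receptor expression | Also added: EC20 acetylcholine as agonist stimulus | Compound: One concentration, 3 µM final (nominal) | Timing: Fluo-8 loading 80 min at 37 °C plus 30 min room temperature | Measured by: Fluo-8 calcium dye fluorescence, kinetic read | Read-out basis: % activation, ACh-normalized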
CHRM4 agonist: CHRM4 agonism in calcium assay. P08173. CHO-K1 hM4/Gqi5, Fluo-8 calcium fluorescence; vehicle 0%, full acetylcholine response 100%. activation, % at 3 µM. 360,000 compounds, 0.14% hits. AID 624127;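 active = activation above the run mean over all test wells plus 3 SD, cut at about 32% in these data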;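 also: peak over basal fluorescence ratio per well then scaled between controls; 0% = DMSO wells and 100% = acetylcholine at EC100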
Target sequence (P08173 whole entry, looked up): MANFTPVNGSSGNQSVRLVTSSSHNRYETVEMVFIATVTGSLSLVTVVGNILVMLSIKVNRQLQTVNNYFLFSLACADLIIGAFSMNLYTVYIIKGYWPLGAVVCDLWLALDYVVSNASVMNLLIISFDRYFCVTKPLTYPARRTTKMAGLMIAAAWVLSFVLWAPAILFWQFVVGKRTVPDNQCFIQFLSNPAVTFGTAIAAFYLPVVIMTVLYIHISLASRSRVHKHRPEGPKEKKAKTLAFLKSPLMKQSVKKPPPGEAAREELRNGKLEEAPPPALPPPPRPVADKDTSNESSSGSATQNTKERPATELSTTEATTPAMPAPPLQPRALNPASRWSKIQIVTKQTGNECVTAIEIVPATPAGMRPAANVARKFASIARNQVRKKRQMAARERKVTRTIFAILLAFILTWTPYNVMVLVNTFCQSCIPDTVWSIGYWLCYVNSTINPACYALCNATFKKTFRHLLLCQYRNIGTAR
CHRM1 antagonist: human CHRM1 antagonism | 360,000 compounds, 1.3% hits | CHO-K1 hM1, Fluo-8 calcium fluorescence, ACh EC80 antagonist | P11229 | inhibition, % at 3 µM;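 active = percent inhibition above its own plate's cutoff, namely the mean of that plate's compound wells plus 3 SD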;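 also: peak over basal fluorescence ratio during 140 s after agonist addition; 0% = ACh EC80 plus DMSO and 100% = DMSO alone without agonist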
TAAR1 ag: human TAAR1 agonism. Q96RJ0. CHO RD-HGA16 TAAR1, Fluo-8 calcium fluorescence; vehicle wells 0%, saturating PEA agonist 100%. activation, % at 3 µM. 360,000 compounds, 0.99% hits. AID 624467;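 active = activation above the mean activation of all test compounds in the run plus 3 SD, cut at about 38% in these data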
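System: CHO RD-HGA16 cells carrying human TAAR1 plus Gα16; Incubation: 17-24 h seeding, 75 min 37 °C dye, 30 min RT; Measured by: Fluo-8 fluorescence, 5 s baseline then 140 s kinetic read; Control set: DMSO and PEA EC100; Replication: single well for each compound.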
CHRM1 agonist: activates human CHRM1 receptor; CHO-K1 hM1, Fluo-8 calcium fluorescence, agonist mode; 0% DMSO, 100% acetylcholine EC100; 360,000 compounds, 0.33% hits; activation, % at 3 µM; P11229;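 active = activation above the run's mean compound activation plus 3 SD, cut at about 16% in these data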;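 also: peak over basal fluorescence ratio within a 140 s kinetic read after compound addition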
M4 antag: CHRM4 antagonism in calcium assay | P08173 | CHO-hM4 cells, ACh EC80, Fluo-8 calcium fluorescence | inhibition, % at 3 µM | 360,000 compounds, 0.73% hits;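 active = inhibition above its plate's cutoff, the mean inhibition of sample wells plus 3 SD, cut at about 27% in these data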;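 also: 0% = acetylcholine EC80 with DMSO and 100% = DMSO without agonist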
The depositor's hits bear a star; . = no result given. The list is partial; count on the stated rates, not on these rows.

SMILES	CHRM5 antagonist	CHRM5 agonist	CHRM1 PAM	M5 PAM	CHRM4 agonist	CHRM1 antagonist	TAAR1 ag	CHRM1 agonist	M4 antag
CSCCC(C(=O)NC(C)(C)C)n1c(-c2ccc(C)cc2)nc2ccccc21 (centres undefined)	-15	-2	.	6	0	.	-3	.	-11
Cc1ccc(OCc2cc(C(=O)NC3CCc4ccccc43)no2)cn1 (centres undefined)	15	7	-12	-9	10	15	20	5	1
COc1ccc(C2=NNC(=O)C2(C)Br)cc1 (centres undefined)	11	2	7	-10	0	-16	1	-2	-1
O=C(CS(=O)(=O)c1ccc(Cl)cc1)Nc1nccs1	-1	0	8	3	2	-10	2	-2	-4
CCC(=O)NC1=C(C#N)C2(CCCC2)Cc2ccccc21	1	-1	3	-6	0	-17	5	-4	0
O=C(CSc1nc2c(cnn2-c2ccc(F)cc2)c(=O)[nH]1)N1N=C(c2cccs2)CC1c1ccc(F)cc1 (centres undefined)	-1	2	-1	-2	1	-2	5	-3	-6
COc1cc(-c2nnc(CSc3nnc(Nc4ccc(C(C)C)cc4)s3)o2)cc(OC)c1OC	10	-1	-10	-6	2	10	11	-7	2
CCc1ccc(N2C(=O)C(Cl)=C(N3CCOCC3)C2=O)cc1	-1	-1	-7	9	0	10	2	-6	2
CCOc1ccc(CO/N=C/c2c(C)[nH]c(=O)[nH]c2=O)cc1	-2	0	5	2	3	-11	3	-1	6
CCOc1ncccc1C(=O)N1CCN(C(=O)c2ccccc2)CC1	-4	6	10	11	2	-3	-1	-7	-13
CCCN1CCN(S(=O)(=O)c2ccc3c(c2)CCC(=O)N3)CC1	5	0	0	0	1	5	11	-3	6
O=C(O)/C=C/C(=O)NCCNc1ncc(C(F)(F)F)cc1Cl	-3	-1	0	4	1	-4	29	-3	-3
CN1C=CC2=C(C#N)C(N)C(C#N)(C#N)C(c3ccccc3)C2C1 (centres undefined)	-1	-7	0	5	1	10	9	-1	1
COc1ccc(-n2nnnc2SCC(=O)N2CCN(C(=O)c3ccco3)CC2)cc1OC	2	-2	15	2	0	-4	14	-8	10
O=C(O)C1CCCN1c1ncccc1[N+](=O)[O-] (centres undefined)	-11	-2	5	4	1	-9	11	-3	0
CCc1cc2c(=O)n(Cc3ccco3)c(SCc3c(C)noc3C)nc2s1	5	-10	-2	-3	-1	10	0	-3	0
CCCCN(C=O)c1c(CC)nc2c(OCc3ccc(Cl)cc3Cl)cccn12	1	-2	-20	-10	3	14	5	-7	11
CCOc1ccc(Cc2c(Cl)nc(N)nc2Cl)cc1	3	-1	-2	-8	0	2	0	-4	3
Cc1[nH]nc2c1-c1nc3ccccc3nc1C(C)(C)C2	0	-3	4	2	1	-2	6	-5	-12
COc1cccc(/C=N/n2c(-c3cccs3)n[nH]c2=S)c1	2	0	10	3	1	-14	16	7	-6
O=C(CN1CCOCC1)Nc1ncc(Cc2ccccc2Cl)s1	-1	9	3	-3	5	-3	19	6	-8
CCc1nc(Nc2ccccc2O)c2oc3ccccc3c2n1	-1	-4	2	1	1	-8	4	-2	0
COc1ccc(CCNC(=O)CCC(=O)N2CC(C)Oc3ccccc32)cc1OC (centres undefined)	-1	2	2	-4	1	-3	4	0	-33
CCCCN(C(C)=O)c1c(CC)nc2ccc(C(=O)NCc3cccs3)cn12	-6	1	3	2	1	-12	3	-3	3
OCCC1CN(Cc2ccccc2-c2ccco2)CCN1Cc1ccccc1 (centres undefined)	2	-10	-6	6	0	2	4	-8	-13
O=C(Nc1ccc2oc(=O)ccc2c1)c1cccnc1	2	1	11	-1	1	-7	3	-1	9
Cc1ccc(S(=O)(=O)CCc2nnc(NC(=O)COc3cccc(C)c3)s2)cc1	7	2	7	1	2	-16	5	-1	-3
COc1ccc(NC(=O)C(c2ccc(C)cc2)N(C)C(=O)Cc2cccs2)cc1 (centres undefined)	-4	-3	4	-5	2	-15	1	-9	-22
O=C(NCc1cccnc1)c1cccs1	8	-3	6	0	1	-7	0	-6	5
C=CCn1c(SCC(=O)NC(N)=O)nnc1-c1cc2c(s1)CCC(CC)C2 (centres undefined)	-8	0	1	8	-2	7	0	-1	-21
COC(=O)Cc1ccc(OCC(=O)Nc2ccc(OC(F)(F)F)cc2)cc1	13	-3	-8	-9	3	11	1	-7	14
CCNC(=S)N1CCCC(C(N)=O)C1 (centres undefined)	5	1	4	9	0	-3	13	-7	3
COc1cc(Cn2ccnc2)c(OC)cc1Cn1ccnc1	7	-3	5	-10	2	-5	13	-13	-4
Cc1ccc(C)n1-c1sc2c(c1C#N)CCCC2	-5	-8	14	2	0	-17	-2	-2	-3
CCCc1cc(=O)oc2cc(C)cc(O)c12	0	2	0	-5	9	4	12	-2	6
C[n+]1ccc(/C=C/c2ccc(Br)cc2)cc1	-2	-5	7	3	0	-9	2	-5	21

Whole records, quoted from the list.
CCCc1cc(=O)oc2cc(C)cc(O)c12 as listed: CHRM5 antagonist: 0; CHRM5 agonist: 2; CHRM1 PAM: 0; M5 PAM: -5; CHRM4 agonist: 9; CHRM1 antagonist: 4; TAAR1 ag: 12; CHRM1 agonist: -2; M4 antag: 6
COC(=O)Cc1ccc(OCC(=O)Nc2ccc(OC(F)(F)F)cc2)cc1 as listed: CHRM5 antagonist: 13; CHRM5 agonist: -3; CHRM1 PAM: -8; M5 PAM: -9; CHRM4 agonist: 3; CHRM1 antagonist: 11; TAAR1 ag: 1; CHRM1 agonist: -7; M4 antag: 14

3 entries drawn at random from those above:
SMILES	CHRM5 antagonist	CHRM5 agonist	CHRM1 PAM	M5 PAM	CHRM4 agonist	CHRM1 antagonist	TAAR1 ag	CHRM1 agonist	M4 antag
COC(=O)Cc1ccc(OCC(=O)Nc2ccc(OC(F)(F)F)cc2)cc1	13	-3	-8	-9	3	11	1	-7	14
OCCC1CN(Cc2ccccc2-c2ccco2)CCN1Cc1ccccc1 (centres undefined)	2	-10	-6	6	0	2	4	-8	-13
COc1cc(Cn2ccnc2)c(OC)cc1Cn1ccnc1	7	-3	5	-10	2	-5	13	-13	-4

The results go on.
SMILES	CHRM5 antagonist	CHRM5 agonist	CHRM1 PAM	M5 PAM	CHRM4 agonist	CHRM1 antagonist	TAAR1 ag	CHRM1 agonist	M4 antag
CCn1c(SCC(=O)Nc2ccc(C(=O)OC)cc2)nnc1-c1cccs1	2	0	2	-4	1	3	5	-3	5
COC(=O)c1c(-c2ccccc2)csc1NC(=O)CSc1ncnc2sc(C)c(C)c12	-9	-1	7	4	0	-10	1	-2	-1
S=c1[nH]nc(-c2ccncc2)n1/N=C/c1ccccc1	-12	0	3	0	1	5	-1	-6	-2
O=C(COC(=O)c1cncc(Br)c1)Nc1nnc(-c2ccccc2)o1	5	-1	2	-1	1	-3	1	-2	9
O=C(Nc1ccc(Oc2ccccc2)nc1)[C@H]1O[C@@H](n2ccc(=O)[nH]c2=O)[C@H](O)[C@@H]1O	12	0	7	3	2	-31	2	-3	-5
Cc1cc(C)c[n+](C2=C([O-])c3ccccc3C(=O)/C2=N\S(=O)(=O)c2cccs2)c1	-8	-2	-3	1	2	-3	2	-10	-2
CC1=[N+]([O-])C(C)(C)CC(C)(C)c2ccccc21	2	-4	-4	-4	0	-1	2	-1	-6
CCCn1c(NC(=O)c2cccc(S(=O)(=O)N3CCCC3)c2)nc2ccccc21	8	-1	-4	-9	7	10	9	-4	11
COCc1cc(=O)[nH]c(Nc2nc3ccc(C)cc3o2)n1	5	5	15	0	-2	-11	0	2	17
CO/N=C/c1ccc(Sc2ccc(C)cc2)c([N+](=O)[O-])c1	10	-1	-1	-11	1	11	4	-2	-4
Cc1ccc(SCc2c(C(=O)N/N=C/C3CC=CCC3)nnn2-c2nonc2N)cc1 (centres undefined)	11	1	1	-1	1	1	4	-6	-11
COc1cccc(CNS(=O)(=O)c2cc3c4c(c2)CCN4C(=O)CC3)c1	9	1	5	-10	2	1	9	2	-2

Sorted by SMILES length (rising): part of the list above
SMILES	CHRM5 antagonist	CHRM5 agonist	CHRM1 PAM	M5 PAM	CHRM4 agonist	CHRM1 antagonist	TAAR1 ag	CHRM1 agonist	M4 antag
S=c1[nH]nc(-c2ccncc2)n1/N=C/c1ccccc1	-12	0	3	0	1	5	-1	-6	-2
COCc1cc(=O)[nH]c(Nc2nc3ccc(C)cc3o2)n1	5	5	15	0	-2	-11	0	2	17
CC1=[N+]([O-])C(C)(C)CC(C)(C)c2ccccc21	2	-4	-4	-4	0	-1	2	-1	-6
COc1cccc(CNS(=O)(=O)c2cc3c4c(c2)CCN4C(=O)CC3)c1	9	1	5	-10	2	1	9	2	-2
Cc1ccc(SCc2c(C(=O)N/N=C/C3CC=CCC3)nnn2-c2nonc2N)cc1 (centres undefined)	11	1	1	-1	1	1	4	-6	-11

(more compounds)
SMILES	CHRM5 antagonist	CHRM5 agonist	CHRM1 PAM	M5 PAM	CHRM4 agonist	CHRM1 antagonist	TAAR1 ag	CHRM1 agonist	M4 antag
COc1cccc(C2c3[nH]c4ccccc4c3CCN2C(=O)c2ccccc2F)c1OC (centres undefined)	-5	2	4	1	6	-10	4	-3	-5
COc1ccc(Cl)cc1C(=O)NC(=S)Nc1nc(C)cc(C)n1	0	-3	5	-3	1	-11	0	0	-6
Cc1ccccc1OCC(=O)N/N=C/c1cn(Cc2ccccc2)c2ccccc12	2	-1	1	-3	1	-9	2	-8	7
CCOC(=O)N1CCN(c2c(NCc3ccc(F)cc3)c(=O)c2=O)CC1	0	2	0	4	-1	-2	0	-3	-3
CNC(=O)C(=O)NCC1OCCCN1S(=O)(=O)c1cccs1 (centres undefined)	-7	-2	10	2	1	-10	1	-8	1
CCn1c(SCC(=O)Nc2ccc(OC)cc2)nc2nc3c(cc2c1=O)COC(C)(C)C3	-3	1	5	4	3	-12	4	-7	4
S=C(NCCc1ccccc1)Nc1ncccn1	-1	2	13	6	-1	9	8	8	0
C=CCNC(=O)/C(=C/c1cn(-c2ccccc2)nc1-c1cccc([N+](=O)[O-])c1)NC(=O)c1ccccc1	1	2	0	-2	4	3	0	-6	1
Cc1cc(C)cc(OCc2nnc(SCC(=O)c3ccccc3)o2)c1	2	-4	-3	1	-1	8	5	-5	-5
Cc1ccc([C@@H]2CC=C(C(=O)O)[C@H](c3ccc(Br)cc3)N2S(=O)(=O)c2ccccc2C)cc1	-4	-1	-2	3	1	3	2	-9	0

An excerpt from above with just M5 PAM and CHRM1 antagonist:
| Molecule | M5 PAM | CHRM1 antagonist |
| --- | --- | --- |
| Cc1ccccc1OCC(=O)N/N=C/c1cn(Cc2ccccc2)c2ccccc12 | -3 | -9 |
| CCOC(=O)N1CCN(c2c(NCc3ccc(F)cc3)c(=O)c2=O)CC1 | 4 | -2 |
| CNC(=O)C(=O)NCC1OCCCN1S(=O)(=O)c1cccs1 (centres undefined) | 2 | -10 |
| CCn1c(SCC(=O)Nc2ccc(OC)cc2)nc2nc3c(cc2c1=O)COC(C)(C)C3 | 4 | -12 |
